Myeloid diff 2: induction of myeloid progenitor differentiation, primary screen, cell-based, flow cytometry, MLPCN library; ER-HoxA9 myeloid progenitors, lysozyme-GFP differentiation; calls only at 10 µM; 360,000 compounds, 1% hits; AID 624256, 2012;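 active = normalized GFP-positive differentiation at or above the plate's own cutoff, the solvent-only control mean plus 3 SD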;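 note: cells exposed to compound for four days before flow analysis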
UTI89 phage lysis: inhibition of K1F phage lysis, E. coli UTI89, bacterial capsule biogenesis inhibitors, alamar blue (AID 488966). E. coli UTI89 K1F phage lysis, alamar blue, 2 h; higher % means a stronger effect. one-dose inhibition, % at 100 µM; IC50 in µM for titrated hits. 340,000 compounds, 0.02% hits;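 active = phage lysis inhibition, versus mean bacterial control, above a set limit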;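 note: capsule biogenesis inhibitors block K1F phage lysis so surviving cells raise fluorescence; higher fluorescence means more inhibition of phage lysis; actives were called in the ten point dose series up to 300 µM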
Myeloid diff 2 GFP+ MAC1+ %: also measured in Myeloid diff 2; calls as there; GFP+ MAC1+ double positive, %; measured here: differentiation confirmed by MAC1 staining
The depositor's hits bear a star; i = inactive; + = active, no number; [ ] = dose if it differs, or a comment. Some of the compounds tested; count on the stated rates, not on these rows.

Results follow in this order: Myeloid diff 2 GFP+ MAC1+ %	Myeloid diff 2	UTI89 phage lysis
CC(C)CN(C(=O)COC(=O)C1=COCCO1)c1c(N)n(Cc2ccccc2)c(=O)[nH]c1=O
  0.7	i	1.2%[50 µM]
CCOC(=O)[C@H]1[C@H]2COc3cc(OC)ccc3[C@@H]2N2C(=O)c3cc(F)ccc3NC(=O)[C@@]12C
  1.0	i	-0.9%
CC1=C(CC[C@@H](C)CO)OC2CC3C4CCC5CC(O)CCC5(C)C4CC(=O)C3(C)C12 (stereo partly specified)
  3.1	i	0.2%
COc1ccc(-c2coc3cc(OC)ccc3c2=O)cc1
  1.0	i	4.8%
O=C(Cc1ccc([N+](=O)[O-])cc1)NC1CCCCCC1
  0.7	i	0.1%
CN(c1ccccc1)S(=O)(=O)c1ccc(Cl)c(C(=O)NCc2ccco2)c1
  0.9	i	1.0%
COc1ccc(Cl)cc1NC(=O)CN(C)C(=O)c1cc2c(F)cccc2s1
  1.5	i	-0.3%[50 µM]
COc1ccc(NC(=O)CCCNC(=O)c2ccc(Cl)cc2)cc1S(=O)(=O)N1CCOCC1
  1.3	i	0.8%[50 µM]
CC[C@@]12C(=O)N(c3cccc(F)c3)C(=O)N1[C@H](c1ccc(Br)cc1)[C@@H]1C(=O)N(C(C)(C)C)C(=O)[C@@H]12
  1.3	i	0.7%
CC(C)=CCc1c(O)cc(O)c2c(=O)c(O[C@@H]3O[C@@H](C)[C@H](O)[C@@H](O)[C@H]3O)c(-c3ccc(O)cc3)oc12
  6.2	i	-1.4%
CC(C)NC(=O)N(C)C[C@H]1Oc2c(NC(=O)c3ccc(-c4nccs4)cc3)cccc2C(=O)N([C@@H](C)CO)C[C@H]1C
  2.0	i	-0.1%
O=C(c1cc(Cl)ccc1Cl)N1CCc2ccccc21
  0.9	i	-1.5%
CC(NCc1ccc([N+](=O)[O-])cc1)C1COc2ccccc2O1 (stereo unspecified)
  0.2	i	0.1%
CC(C)CCN1C(=O)c2ccc(C(=O)OCC(=O)N(CC(C)C)C3CCS(=O)(=O)C3)cc2C1=O (stereo unspecified)
  1.4	i	-0.5%[50 µM]
O=C(OC1CCCCC1=O)c1cccc(S(=O)(=O)N2CCCCC2)c1 (stereo unspecified)
  0.1	i	1.1%[50 µM]
Cc1[nH][nH]c(=O)c1N=Nc1ccc(Br)c(Cl)c1
  0.4	i	-1.6%
CC1CCCC(C)N1C(=O)COC(=O)c1cc(=O)[nH]c2ccccc12 (stereo unspecified)
  1.8	i	-1.3%
CCC(C)Sc1ccc([C@H]2N[C@@](C)(C(=O)OC)[C@H]3C(=O)N(C)C(=O)[C@@H]23)cc1 (stereo partly specified)
  1.8	i	-0.1%
Cc1ccc(C(=O)NC(C)c2ccc(C)c(C)c2)s1 (stereo unspecified)
  0.4	i	-1.2%
O=S(=O)(c1ccc(S(=O)(=O)N(Cc2ccccc2)Cc2ccco2)cc1)N1CCCC1
  1.1	i	1.1%

Profiles, quoted from the list. Screens in order: Myeloid diff 2 GFP+ MAC1+ %, Myeloid diff 2, UTI89 phage lysis
CC(C)=CCc1c(O)cc(O)c2c(=O)c(O[C@@H]3O[C@@H](C)[C@H](O)[C@@H](O)[C@H]3O)c(-c3ccc(O)cc3)oc12 across the screens: 6.2, i, -1.4%
O=C(Cc1ccc([N+](=O)[O-])cc1)NC1CCCCCC1 across the screens: 0.7, i, 0.1%
COc1ccc(Cl)cc1NC(=O)CN(C)C(=O)c1cc2c(F)cccc2s1 across the screens: 1.5, i, -0.3%[50 µM]
Cc1ccc(C(=O)NC(C)c2ccc(C)c(C)c2)s1 (stereo unspecified) across the screens: 0.4, i, -1.2%
CC1=C(CC[C@@H](C)CO)OC2CC3C4CCC5CC(O)CCC5(C)C4CC(=O)C3(C)C12 (stereo partly specified) across the screens: 3.1, i, 0.2%

Other structures:
Results follow in this order: Myeloid diff 2 GFP+ MAC1+ %	Myeloid diff 2	UTI89 phage lysis
COc1ccc(C2NN=C(c3c[nH]c4ccccc34)C2O)cc1 (stereo unspecified)
  3.0	i	-0.1%
CC[C@@H]1C(c2ccccc2)=NN(c2ccccc2)[C@H]1C(=O)N1CCOC1=O
  4.7*	+	0.7%
COc1cc(-c2noc(C)c2C(=O)NCCO)cc(OC)c1OC
  2.2	i	1.6%
CN(CCc1ccccc1)C(=O)c1ccc(NC(=O)Cc2cccc([N+](=O)[O-])c2)cc1
  2.1	i	0.3%
C=CCOC(=O)N1CCC2CC1c1cc(-c3ccc(OC)cc3)ccc12 (stereo unspecified)
  0.5	i	0.1%
CC(=O)OCC(=O)C1(O)CCC2C3CC(F)C4=CC(=O)CCC4(C)C3C(O)CC21C (stereo unspecified)
  0.6	i	1.6%
COc1ccc(C(CNC(=O)c2ccc(Cl)c(S(=O)(=O)N3CCCC3)c2)N2CCCC2)cc1 (stereo unspecified)
  1.5	i	0.6%
O=C(c1ccc(Cl)cc1)N1CCN(CCOc2ccccc2)CC1
  0.3	i	-0.2%
O=C(O)c1ccc2c(=O)n3c(nc2c1)/C(=C/c1ccccc1Br)CC3
  0.5	i	0.0%
O=C(COC(=O)c1cccc(F)c1)NCCC1=CCCCC1
  0.8	i	0.7%
CN(CC(=O)Nc1ccc(F)cc1)C(=O)COC(=O)/C=C/c1cccs1
  1.0	i	0.9%[50 µM]
CC1(C)NC(=O)N(CC(=O)N2CCN(c3cccc(C(F)(F)F)c3)CC2)C1=O
  1.3	i	2.9%[50 µM]
NS(=O)(=O)c1ccc(CCNC(=O)c2cc([N+](=O)[O-])ccc2N2CCOCC2)cc1
  0.4	i	0.4%[50 µM]
Cc1ccc2nc(-c3ccc(-c4cccc(Cl)c4)cc3)c(NCc3ccccc3)n2c1
  2.6	i	1.5%
COc1cc2cnc(-c3ccsc3)cc2cc1OC
  1.0	i	-1.3%
CNS(=O)(=O)c1cccc(C(=O)OCC(=O)c2ccc[nH]2)c1
  1.6	i	1.0%[50 µM]
CCOC(=O)Cc1csc(NC(=O)COC(=O)/C=C/c2ccc(OC)cc2)n1
  1.8	i	0.6%[50 µM]
O=C1OC[C@H]2CCCN2C(=O)[C@@H](CC(=O)N(CCO)Cc2ccccc2)C/C=C\C[C@@H]1Cc1ccc(F)cc1
  1.2	i	-0.4%
Cc1ccc(S(=O)(=O)N2CCOCC2)cc1NC(=O)COC(=O)c1cc[n+]([O-])cc1
  1.1	i	-0.8%
CCOc1ccccc1NC(=O)c1cc(=O)[nH]c2ccc(S(=O)(=O)N3CCOCC3)cc12
  1.0	i	-0.2%[50 µM]

Compounds above containing a furan ring, fused or not (two):
Results follow in this order: Myeloid diff 2 GFP+ MAC1+ %	Myeloid diff 2	UTI89 phage lysis
CN(c1ccccc1)S(=O)(=O)c1ccc(Cl)c(C(=O)NCc2ccco2)c1
  0.9	i	1.0%
O=S(=O)(c1ccc(S(=O)(=O)N(Cc2ccccc2)Cc2ccco2)cc1)N1CCCC1
  1.1	i	1.1%

(more compounds)
Results follow in this order: Myeloid diff 2 GFP+ MAC1+ %	Myeloid diff 2	UTI89 phage lysis
Cn1c(SCC(=O)Nc2cccnc2Cl)nnc1-c1ccco1
  1.1	i	-0.1%
COc1cc(C2(c3ccc(O)c(OC)c3)C(=O)N(C)c3ccc(C)cc32)ccc1O
  0.3	i	0.5%
COCc1c(C(=O)N2CCN(Cc3nc4ccccc4s3)CC2)oc2ccccc12
  1.4	i	-0.1%[50 µM]
Cc1sc(NC(=O)CCCCC(=O)Nc2sc(C)c(C)c2C(=O)O)c(C(=O)O)c1C
  1.2	i	-0.3%
COc1ccc2sc(-c3ccc(N(C)C)cc3)c(-c3ccc4cc[nH]c4c3)c2c1
  1.6	i	-0.5%
O=C(N/N=C/c1ccc(O)c(O)c1)c1ccc(-n2cnnn2)cc1
  0.3	i	0.5%
O=C1CC2(CCN(C(=O)c3ccccc3[N+](=O)[O-])CC2)Oc2ccccc21
  0.8	i	1.5%[50 µM]
CCCOc1ccc(Cl)cc1Nc1nc(NCCO)nc(N2CCCC2)n1
  0.7	i	-0.7%
CC(NC(=O)c1ccco1)C(=O)OCC(=O)N1CCCCCC1 (stereo unspecified)
  0.5	i	0.3%[50 µM]
O=c1[nH]c2nc(Cl)nc(Cl)c2[nH]1
  1.5	i	2.9%
CCc1sc(C(=O)NNC(=O)c2cncc(Br)c2)cc1C
  0.4	i	0.6%[50 µM]
Cc1ccc(S(=O)(=O)N2[C@@H](c3cccc(C)c3)C(C(=O)O)=C[C@H]2CC2CCCC2)cc1
  1.8	i	0.2%
COc1cccc(NC(=O)COc2cc(O)c3c(c2)OC(C)(C)CC3=O)c1
  2.3	i	9.8%
Cc1ccc(C)c(OCCC(=O)OCC(=O)NC2CCS(=O)(=O)C2)c1 (stereo unspecified)
  0.9	i	1.6%[50 µM]
CCc1noc(C)c1C(=O)N1CCN(S(=O)(=O)c2ccccc2C(F)(F)F)CC1
  0.3	i	0.9%[50 µM]
N#CC(C#N)=C1CCCc2sccc21
  1.0	i	1.0%
COC(=O)C1=C(C(=O)OC)[C@@H]2N(C)c3ccc(OC)cc3[C@@]23C[C@@H](C(=O)OC)N(C(=O)c2ccco2)C3=N1
  0.3	i	0.4%
CCOc1ccc([C@@H]2CC=C(C(=O)O)CN2S(=O)(=O)c2ccc(C)cc2)cc1
  1.5	i	1.6%
CCOC(=O)C1C(C(=O)OC)=C(c2ccc(OC)cc2)c2ccccc2N1S(=O)(=O)C(F)(F)F (stereo unspecified)
  2.5	i	0.0%
Cc1csc(NC(=O)c2ccc(=O)[nH]c2)n1
  0.9	i	0.0%
Cc1c(Cc2ccccc2)c(=O)oc2c(C)c(OCC(=O)N[C@@H](Cc3ccccc3)C(=O)O)ccc12
  1.4	i	-0.9%
O=C(NC(=S)NNC(=O)c1ccccc1O)c1ccc([N+](=O)[O-])cc1
  0.4	i	1.3%
Cc1ccnc(NC(=O)c2ccc(NC(=O)CC3SC(N4CCCC4)=NC3=O)cc2)c1 (stereo unspecified)
  0.8	i	1.7%[50 µM]
COc1ccc(OCCOC(=O)CNC(=O)c2cccc(C)c2)cc1
  0.8	i	0.2%[50 µM]
CCOc1ccc(NC(=O)CN(C)C(=O)C2CCN(C(=O)c3ccc(Cl)cc3)CC2)cc1OCC
  0.3	i	0.2%[50 µM]
OCC[C@H]1C[C@@H](O)[C@H](O)[C@@]2(CCCO2)O1
  1.0	i	-0.4%
CCc1ccc(NC(=O)C2=CC=CN3CCS(=O)(=O)N=C23)cc1
  1.3	i	0.8%[50 µM]
O=C(CCNS(=O)(=O)c1ccc(Br)cc1)N1CCN(c2ccccc2O)CC1
  0.3	i	1.5%[50 µM]
O=C(C1COc2ccccc2O1)N1CCN(c2ccc(C(F)(F)F)cn2)CC1 (stereo unspecified)
  1.2	i	0.1%[50 µM]
CC(C)C[C@@H](CNCC(=O)[C@H](CC(C)C)NC(=O)c1[nH]cnc1C(=O)N[C@@H](C)CN)NC(=O)c1nc[nH]c1C(=O)N[C@@H](CC(=O)O)C(=O)O
  0.6	i	0.1%
CC(NC(=O)COC(=O)CNC(=O)C1CCCCC1)c1ccccc1 (stereo unspecified)
  0.4	i	3.2%[50 µM]
CCOc1nc(-c2ccccc2)ccc1-c1noc(-c2cccnc2)n1
  0.5	i	0.6%
COc1cccc(C(=O)Nc2cccc3ccccc23)c1
  2.2	i	0.3%
COCCCN(C(=O)CSc1nc2ccccc2c(=O)n1C)c1c(N)n(Cc2ccccc2)c(=O)[nH]c1=O
  0.1	i	0.6%[50 µM]
O=C(COc1coc(CN2CCN(c3cccc(Cl)c3)CC2)cc1=O)NC1CCCC1
  0.9	i	1.0%[50 µM]
CC(C)CN(C(=O)COC(=O)c1ccc(Br)cc1)c1c(N)n(Cc2ccccc2)c(=O)[nH]c1=O
  1.1	i	1.0%[50 µM]
O=C1CCC/C=C\C[C@@H](CC(=O)N(CCO)Cc2ccccc2)C(=O)N[C@H](c2ccccc2)CO1
  1.6	i	0.7%
COc1ccc(NC(=O)c2cccc3c2C(=O)c2ccc(-c4cnc(OC)nc4)cc2S3(=O)=O)cc1
  1.6	i	1.0%
O=C(OCc1c(-c2ccccc2)ncc2ccccc12)c1ccc(Cl)cc1Cl
  1.5	i	4.8%
CC(C)C(=O)COc1c2occc2cc2ccc(=O)oc12
  2.8	i	0.3%
O=C(CNC(=O)c1ccc(Br)o1)NCC(=O)OCc1ccccc1
  0.4	i	0.7%[50 µM]
CCSc1nnc(SCC(=O)Nc2cc(C)on2)s1
  1.4	i	0.3%[50 µM]
CCC(C)[C@H]1CNCCN1CCC12CC3CC(CC(C3)C1)C2 (stereo partly specified)
  1.0	i	0.2%
CC(C)(C)S(=O)N1Cc2cc(CO)cc(-c3ccccc3)c2[C@@H]1CCO (stereo partly specified)
  0.5	i	0.1%
Cc1cc(NS(=O)(=O)c2ccc(NC(=O)CN3C(=O)NC(C)(c4ccccc4)C3=O)cc2)nc(C)n1 (stereo unspecified)
  0.2	i	0.6%[50 µM]
CCC(C)(C)NC(=O)C(c1ccccc1)N(Cc1cccs1)C(=O)Cn1nnc2ccccc21 (stereo unspecified)
  0.7	i	0.4%
Cc1cccc(-n2c(-c3ccc(Br)o3)n[nH]c2=S)c1
  0.8	i	-0.7%
CCOC(=O)C1=C(c2ccccc2)NC(=O)NC1c1cccc(OC)c1OC (stereo unspecified)
  0.4	i	0.6%
Cc1c(NC(=O)c2ccc(NS(=O)(=O)c3cccc([N+](=O)[O-])c3)cc2)c(=O)n(-c2ccccc2)n1C
  0.9	i	0.1%[50 µM]

From PubChem
